pPAFAH inh: pPAFAH enzyme inhibitors, primary screen, biochemical, fluorescence polarization, human; Platelet-activating factor acetylhydrolase (Homo sapiens), Q13093; recombinant pPAFAH, FP-rhodamine probe fluorescence polarization; inhibition, % at 3.39 µM; 1.5% of 330,000 active;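 active = inhibition above the mean inhibition across the screen plus 3 SD, cut at about 25% in these data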;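 note: inhibitors block binding of the rhodamine activity-based probe so polarization drops; 0% = enzyme with DMSO and 100% = wells lacking pPAFAH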
PME-1 primary: PME-1 inhibitors via competitive probe labeling, primary screen, biochemical, fluorescence polarization, FP-Rh probe, HTS. Protein phosphatase methylesterase 1 (Homo sapiens), Q9Y570. recombinant PME-1. inhibition, % at 5.9 µM. 0.53% of 320,000 active;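 active = inhibition above the campaign mean of all compounds plus 3 SD, cut at about 26% in these data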;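 note: competitive labeling of PME-1 active site by serine hydrolase directed probe; 0% = PME-1 with DMSO and 100% = wells lacking PME-1 enzyme; inhibitors block probe labeling so polarization falls and inhibition rises; many of its hits are not listed in these tables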
PAFAH1B2 inh: PAFAH1B2 enzyme inhibitors, primary screen, biochemical, fluorescence polarization, human; recombinant PAFAH1B2, FP-rhodamine activity probe; Platelet-activating factor acetylhydrolase IB subunit alpha2 (Homo sapiens), P68402; AID 492953, 2010; 1.2% of 340,000 active; inhibition, % at 3.39 µM;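 active = inhibition above the mean of all tested compounds plus 3 SD, cut at about 24% in these data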;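 note: 0% = enzyme with DMSO and 100% = wells lacking PAFAH1B2; many of its hits are not listed in these tables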
MCL1 BIM primary: inhibitors of MCL1 binding to BIM-BH3, primary screen, biochemical, fluorescence polarization; Induced myeloid leukemia cell differentiation protein Mcl-1 (Homo sapiens), Q07820; GST-MCL1 / FITC-Bim-BH3 fluorescence polarization; inhibition, % at 10.9 µM; 0.68% of 320,000 active;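 active = inhibition above the mean inhibition of all tested compounds plus 3 SD, set per campaign, cut at about 40% in these data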;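 note: 0% = DMSO wells and 100% = unlabeled Bim-BH3 peptide control; higher means more loss of mP so more displacement of Bim peptide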
Bcl-xL primary: inhibitors of human Bcl-xL, primary screen, biochemical, fluorescence polarization, HTS | Bcl-2-like protein 1 (Homo sapiens), Q07817 | GST-Bcl-xL / FITC-Bim BH3 peptide fluorescence polarization | inhibition, % at 10.9 µM | 0.7% of 320,000 active;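 active = inhibition above the mean of all tested compounds plus 3 SD, cutoff set per campaign, cut at about 30% in these data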;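 note: 0% = DMSO wells and 100% = unlabeled Bim-BH3 peptide competitor; inhibitors lower millipolarization by displacing the labeled peptide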
Target sequence (Q07817 whole entry, looked up): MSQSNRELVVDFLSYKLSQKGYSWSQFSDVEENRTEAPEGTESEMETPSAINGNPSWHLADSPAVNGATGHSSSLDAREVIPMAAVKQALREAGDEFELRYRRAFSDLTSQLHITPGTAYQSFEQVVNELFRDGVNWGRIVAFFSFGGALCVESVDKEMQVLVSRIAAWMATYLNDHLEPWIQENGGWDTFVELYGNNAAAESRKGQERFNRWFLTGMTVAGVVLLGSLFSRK
Fam108B counter: mouse Fam108B serine hydrolase inhibitors, primary screen, counter-screen for RBBP9 inhibitor project, biochemical, fluorescence polarization; 0.33% of 300,000 active; AID 1947, 2009; inhibition, % at 9.51 µM; recombinant Fam108B, FP-Rh probe fluorescence polarization;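 active = inhibition above the screen mean inhibition plus 3 SD, computed separately per campaign, cut at about 18% in these data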;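 note: inhibitors lower polarization as less probe binds the enzyme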
AHR act: AHR activators, primary screen, cell-based, luminescence, luciferase reporter, human; AID 2796, 2010; AHR-responsive luciferase reporter cells; activation, % at 5 µM; 2.5% of 320,000 active; Aryl hydrocarbon receptor (Homo sapiens), P35869; in the data active = activation above about 47%;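 note: 0% = vehicle wells and 100% = reference agonist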
Target sequence (P35869 whole entry, looked up): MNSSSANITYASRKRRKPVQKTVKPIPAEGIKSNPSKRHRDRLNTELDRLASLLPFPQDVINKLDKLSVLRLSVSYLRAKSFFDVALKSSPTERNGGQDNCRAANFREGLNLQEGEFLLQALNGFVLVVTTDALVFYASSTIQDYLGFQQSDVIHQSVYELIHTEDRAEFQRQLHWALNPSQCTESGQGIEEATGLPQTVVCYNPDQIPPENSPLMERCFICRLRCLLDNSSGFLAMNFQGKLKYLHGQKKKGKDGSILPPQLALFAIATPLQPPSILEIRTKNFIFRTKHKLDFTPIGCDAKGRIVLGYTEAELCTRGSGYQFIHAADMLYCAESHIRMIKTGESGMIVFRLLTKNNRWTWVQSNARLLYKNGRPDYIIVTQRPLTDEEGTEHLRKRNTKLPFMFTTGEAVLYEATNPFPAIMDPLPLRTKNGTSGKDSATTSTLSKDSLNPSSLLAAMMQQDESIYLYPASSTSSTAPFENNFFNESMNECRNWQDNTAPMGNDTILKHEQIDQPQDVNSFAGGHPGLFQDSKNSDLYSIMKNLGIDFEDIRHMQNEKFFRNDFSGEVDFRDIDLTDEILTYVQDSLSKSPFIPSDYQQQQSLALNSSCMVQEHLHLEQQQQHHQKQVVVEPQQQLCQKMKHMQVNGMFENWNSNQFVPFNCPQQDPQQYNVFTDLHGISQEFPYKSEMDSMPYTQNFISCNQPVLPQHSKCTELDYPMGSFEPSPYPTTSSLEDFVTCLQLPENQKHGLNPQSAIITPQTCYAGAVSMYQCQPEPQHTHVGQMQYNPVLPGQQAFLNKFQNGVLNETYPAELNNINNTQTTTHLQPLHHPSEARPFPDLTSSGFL
MEX-5 binding: MEX-5 zinc finger RNA-binding disruptors – biochemical, C. elegans, fluorescence polarization, MLPCN library, primary screen; activity score (negative = inhibition of binding), % at 10 µM; MEX-5/FITC-TCR2 RNA binding; stronger effect = lower value; Zinc finger protein mex-5 (Caenorhabditis elegans), Q9XUB2; 0.38% of 300,000 active;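 active = inhibition past about -25% in most replicates, and total fluorescence under double the plate's negative control median, limit read from the data; inconclusive = replicates evenly split on the limit, or fluorescence at least double controls; inactive = too little inhibition in most replicates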;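 note: 0% = DMSO and -100% = 5 µM competing unlabeled TCR2 RNA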
GLD-1 TGE inh: GLD-1/TGE RNA complex disruptors, primary screen, biochemical, fluorescence polarization; AID 2280, 2010; 0.44% of 320,000 active; inhibition, % at 5.96 µM; purified GLD-1 + fluorescein TGE RNA;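 active = percent inhibition above a per-plate cutoff, the plate mean of test compounds plus 3 SD, cut at about 30% in these data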;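 note: 0% = DMSO wells with GLD-1 and probe and 100% = wells lacking GLD-1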
* = called active by the depositor. Only part of the results is shown. The share of hits here may be higher or lower than overall.

For CC1=NNC(=O)C1CCC(=O)N/N=C/c1ccccc1 (stereo unspecified) the results were pPAFAH inh -6.7, PME-1 primary -1.8, PAFAH1B2 inh 6.8, MCL1 BIM primary 3.2, Bcl-xL primary 1.1, Fam108B counter 1.3, AHR act 1.0, MEX-5 binding 2.7 and GLD-1 TGE inh 3.3.
Screening COc1cccc(/C=C2\SC(=S)N(CCCC(=O)N3CCCC3)C2=O)c1 returned pPAFAH inh 9.0, PME-1 primary 6.8, PAFAH1B2 inh -1.4, MCL1 BIM primary 6.0, Bcl-xL primary 1.9, Fam108B counter -1.6, AHR act -0.8, MEX-5 binding 1.7 and GLD-1 TGE inh -7.5.
O=C(O)Cc1ccc(NCc2ccccc2Cl)cc1 was read as pPAFAH inh 1.6, PME-1 primary 1.6, PAFAH1B2 inh 6.5, MCL1 BIM primary 9.6, Bcl-xL primary 8.8, Fam108B counter -1.5, AHR act -3.0 and GLD-1 TGE inh -2.3.
`Cc1nccn1CC(=O)N/N=C/c1cccs1` gave pPAFAH inh 2.9, PME-1 primary -0.5, PAFAH1B2 inh 1.5, MCL1 BIM primary 1.9, Bcl-xL primary 3.1, Fam108B counter -0.2, AHR act -0.8, MEX-5 binding -0.7 and GLD-1 TGE inh -4.4.
Cc1ccc(-c2cn3nc(-c4ccccc4)c(-c4ccccc4)nc3n2)cc1 was read as pPAFAH inh -0.2, PME-1 primary 6.7, MCL1 BIM primary -1.5, Bcl-xL primary 14.9, Fam108B counter -1.9, AHR act -1.2, MEX-5 binding inconclusive and GLD-1 TGE inh 34.2*.
`O=C(CSc1n[nH]c(-c2ccccn2)n1)Nc1cccc(Cl)c1` gave pPAFAH inh 5.7, PME-1 primary 4.3, PAFAH1B2 inh -0.5, MCL1 BIM primary 9.5, Bcl-xL primary 5.1, Fam108B counter 2.9, AHR act 10.9, MEX-5 binding 2.9 and GLD-1 TGE inh -1.1.
COC(=O)c1ccc(OC)c(OC)c1Cl was read as pPAFAH inh 1.7, PME-1 primary 3.8, PAFAH1B2 inh 5.9, MCL1 BIM primary -1.5, Bcl-xL primary 9.2, Fam108B counter 0.8, AHR act -1.3, MEX-5 binding -1.2 and GLD-1 TGE inh 0.2.
Screening Cc1ccc(OCC(=O)Nc2ccc(NC(=O)c3cccs3)cc2)c(C)c1 returned pPAFAH inh 3.9, PME-1 primary -5.9, PAFAH1B2 inh 5.4, MCL1 BIM primary -5.8, Bcl-xL primary 1.5, Fam108B counter -1.5, AHR act 0.5, MEX-5 binding 0.0 and GLD-1 TGE inh -1.4.
`CN(c1cccc(Cl)c1)S(=O)(=O)c1cccc(C(=O)Nc2nc3ccccc3[nH]2)c1` gave pPAFAH inh -1.2, PME-1 primary -33.8, PAFAH1B2 inh -0.6, MCL1 BIM primary -2.8, Bcl-xL primary 3.0, Fam108B counter -11.6, AHR act 14.6, MEX-5 binding 1.2 and GLD-1 TGE inh 4.9.
For O=C(O)c1c2c(nc3ccc(S(=O)(=O)N4CCC(C(=O)N5CCCCC5)CC4)cc13)CCCC2 the results were pPAFAH inh 12.7, PME-1 primary -2.6, PAFAH1B2 inh 0.1, MCL1 BIM primary 15.6, Bcl-xL primary 15.2, Fam108B counter 1.7, AHR act -2.4 and GLD-1 TGE inh 18.1.
Screening CNC(=O)CN(c1cccc(Br)c1)S(C)(=O)=O returned pPAFAH inh 7.2, PME-1 primary -5.0, PAFAH1B2 inh 1.1, MCL1 BIM primary 1.1, Bcl-xL primary -5.5, Fam108B counter -6.2, AHR act -1.3, MEX-5 binding -0.1 and GLD-1 TGE inh 10.2.
Screening COCCNC(=O)NC(=O)CN1C(=O)NC(Cc2c[nH]c3ccccc23)C1=O (stereo unspecified) returned pPAFAH inh 2.4, PME-1 primary 0.6, PAFAH1B2 inh 3.6, MCL1 BIM primary -3.5, Bcl-xL primary -5.0, Fam108B counter 2.0, AHR act 3.6, MEX-5 binding 4.0 and GLD-1 TGE inh -2.2.
For CCc1ccc(NC(=O)[C@H](Cc2ccccc2)NC(=O)C2CCN(C(=O)[C@@H](N)CC(C)C)CC2)cc1 the results were pPAFAH inh 8.7, PME-1 primary -1.2, PAFAH1B2 inh 0.9, MCL1 BIM primary -0.1, Bcl-xL primary -3.6, Fam108B counter -0.1, AHR act -0.3, MEX-5 binding 2.1 and GLD-1 TGE inh -2.6.
CC(Sc1ccccc1)C(=O)NN=C1CCCCCCC1 (stereo unspecified) was read as pPAFAH inh 2.6, PME-1 primary -5.4, PAFAH1B2 inh 9.7, MCL1 BIM primary 4.1, Bcl-xL primary -0.8, Fam108B counter -3.4, AHR act 1.9, MEX-5 binding -0.9 and GLD-1 TGE inh 6.2.
`CCOc1ccc(S(=O)(=O)NCc2ccco2)c2ccccc12` gave pPAFAH inh -1.7, PME-1 primary 3.8, PAFAH1B2 inh -2.0, MCL1 BIM primary -0.1, Bcl-xL primary 3.4, Fam108B counter -2.7, AHR act 10.5, MEX-5 binding -1.4 and GLD-1 TGE inh 3.6.
`O=C(NCc1ccco1)C(Cc1ccccc1)N1C(=O)C2C3C=CC(C3)C2C1=O` (stereo unspecified) gave pPAFAH inh 13.7, PME-1 primary -6.3, PAFAH1B2 inh 1.2, MCL1 BIM primary 6.3, Bcl-xL primary 7.4, Fam108B counter -2.0, AHR act 2.1, MEX-5 binding -1.4 and GLD-1 TGE inh 3.2.
Screening O=C(c1ccc2oc(CCCc3ccccc3)nc2c1)N1CCCC1 returned pPAFAH inh 3.5, PME-1 primary 3.2, PAFAH1B2 inh 2.5, MCL1 BIM primary -2.3, Bcl-xL primary 2.8, Fam108B counter -5.7, AHR act 12.0, MEX-5 binding 0.9 and GLD-1 TGE inh -1.3.
CCN(Cc1ccncc1)C(=O)CCc1nnc(CCC2CCCCC2)o1 was read as pPAFAH inh 2.0, PME-1 primary -0.9, PAFAH1B2 inh 8.0, MCL1 BIM primary 0.4, Bcl-xL primary 4.7, Fam108B counter 3.7, AHR act 1.4, MEX-5 binding -0.7 and GLD-1 TGE inh 3.8.
`CCOC(=O)C1(Cc2cccc(Cl)c2)CCCN(C(=O)c2cnn(CC)c2)C1` (stereo unspecified) gave pPAFAH inh 1.9, PME-1 primary -2.4, PAFAH1B2 inh -0.3, MCL1 BIM primary -4.6, Bcl-xL primary -1.9, Fam108B counter -2.8, AHR act 1.6, MEX-5 binding -1.6 and GLD-1 TGE inh 0.5.
Screening CCNC(=O)[C@H]1O[C@@H](n2cnc3c(N)nc(NCCc4ccc(CCC(=O)O)cc4)nc32)[C@H](O)[C@@H]1O returned pPAFAH inh 1.9, PME-1 primary 4.3, PAFAH1B2 inh -4.4, MCL1 BIM primary 9.1, Bcl-xL primary 5.7, Fam108B counter -1.8, AHR act -1.6, MEX-5 binding -0.8 and GLD-1 TGE inh 4.0.
`CC(NC(=O)Nc1nccs1)(C(F)(F)F)C(F)(F)F` gave pPAFAH inh 2.1, PME-1 primary 5.3, PAFAH1B2 inh 3.9, MCL1 BIM primary -3.5, Bcl-xL primary -0.4, Fam108B counter -1.1, AHR act 3.4, MEX-5 binding -0.3 and GLD-1 TGE inh 0.0.
`N/C(=N\OC(=O)CCC1CCCCC1)c1cccnc1` gave pPAFAH inh 1.3, PME-1 primary -2.4, PAFAH1B2 inh 5.4, MCL1 BIM primary 5.3, Bcl-xL primary -1.1, Fam108B counter 4.1, AHR act 4.5, MEX-5 binding -0.1 and GLD-1 TGE inh -1.3.
`CCN(CC)S(=O)(=O)c1ccc(Cl)c(NC(=O)COC(=O)c2nc3nc(C)cc(C)n3n2)c1` gave pPAFAH inh -12.6, PAFAH1B2 inh 2.9, AHR act 17.8 and GLD-1 TGE inh 1.2.
For O=C(CSCC(=O)Nc1nccs1)Nc1ccccc1 the results were pPAFAH inh 6.4, PME-1 primary -5.5, PAFAH1B2 inh 5.9, MCL1 BIM primary -2.3, Bcl-xL primary -2.6, Fam108B counter 1.2, AHR act 1.0, MEX-5 binding 2.4 and GLD-1 TGE inh 0.5.
`C=CCOc1ccc(C2/C(=C(\O)c3ccc(F)cc3)C(=O)C(=O)N2CCCN(C)C)cc1` (stereo unspecified) gave pPAFAH inh -1.4, PME-1 primary -10.9, PAFAH1B2 inh 6.5, MCL1 BIM primary 6.3, Bcl-xL primary 7.1, Fam108B counter -1.9, AHR act 4.0, MEX-5 binding -0.7 and GLD-1 TGE inh 5.7.
CC(C)NCC(O)(c1ccc(Cl)cc1)c1ccc(Cl)cc1 was read as pPAFAH inh 1.0, PME-1 primary 0.2, PAFAH1B2 inh 5.5, MCL1 BIM primary 3.9, Bcl-xL primary 6.1, Fam108B counter -0.4, AHR act -2.0, MEX-5 binding 1.9 and GLD-1 TGE inh -2.3.
For CN(C)/C=C/C(=O)c1ccc(C(F)(F)F)cc1F the results were pPAFAH inh 3.3, PME-1 primary -0.2, PAFAH1B2 inh -1.2, MCL1 BIM primary 1.2, Bcl-xL primary 0.7, Fam108B counter 0.3, AHR act -1.7, MEX-5 binding -0.7 and GLD-1 TGE inh -1.7.
O=C(COc1cccc(C(F)(F)F)c1)Nc1ccc(S(=O)(=O)N2CCCCC2)cc1 was read as pPAFAH inh -7.9, PME-1 primary -31.9, PAFAH1B2 inh -0.5, MCL1 BIM primary -13.8, Bcl-xL primary -9.4, Fam108B counter -24.3, AHR act -1.0, MEX-5 binding -0.5 and GLD-1 TGE inh 7.4.
Clc1cccc(OCCCn2ccnc2)c1 was read as pPAFAH inh 0.1, PME-1 primary 4.1, PAFAH1B2 inh -0.6, MCL1 BIM primary -0.2, Bcl-xL primary 5.0, Fam108B counter 1.3, AHR act 24.8, MEX-5 binding -0.3 and GLD-1 TGE inh -3.0.
`Cc1ccc(/C=C/C(=O)NC2CCS(=O)(=O)C2)cc1` (stereo unspecified) gave pPAFAH inh -5.7, PME-1 primary 6.6, PAFAH1B2 inh -1.5, MCL1 BIM primary -1.0, Bcl-xL primary -4.2, Fam108B counter -9.3, AHR act 8.2, MEX-5 binding -0.6 and GLD-1 TGE inh -6.7.
`C=CCNC(N)=S` gave pPAFAH inh 3.6, PME-1 primary 1.4, PAFAH1B2 inh 1.2, MCL1 BIM primary 4.4, Bcl-xL primary 2.3, Fam108B counter -0.6, AHR act -1.4, MEX-5 binding -1.1 and GLD-1 TGE inh 1.2.
CC(C)(C)C(=O)CSc1ncnc2c1cnn2-c1ccccc1 was read as pPAFAH inh 2.4, PME-1 primary 0.2, MCL1 BIM primary -2.5, Bcl-xL primary 4.5, Fam108B counter -0.4, AHR act 22.6, MEX-5 binding -0.3 and GLD-1 TGE inh 3.3.
